Ecoli viability = counter-screen for AddAB inhibitors: E. coli growth inhibition | E. coli V3065 growth, OD600 absorbance, 18 h | 0.27% of 330,000 active | inhibition, % at 11.9 µM;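 active = inhibition above the campaign's mean inhibition across all tested compounds plus 3 SD, cut at about 9.9% in these data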;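 note: uninfected addAB+ strain grown without phage in ampicillin broth; 0% = DMSO wells and 100% = ciprofloxacin 0.95 µg/ml wells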
HTR5A ag = activates human HTR5A in OPRM1-OPRD1 agonist counter-screen; P47898; HTR5A agonist assay, luminescence, cell-based; activation, % at 9.3 µM; 0.61% of 340,000 active; in the data active = activation mostly above about 9.5%, no sharp cut-off; inactive = mostly below about 7.6%;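 note: 0% = cells with vehicle only and 100% = reference agonist; strong numbers were not always called active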
Target sequence (P47898 whole entry, looked up): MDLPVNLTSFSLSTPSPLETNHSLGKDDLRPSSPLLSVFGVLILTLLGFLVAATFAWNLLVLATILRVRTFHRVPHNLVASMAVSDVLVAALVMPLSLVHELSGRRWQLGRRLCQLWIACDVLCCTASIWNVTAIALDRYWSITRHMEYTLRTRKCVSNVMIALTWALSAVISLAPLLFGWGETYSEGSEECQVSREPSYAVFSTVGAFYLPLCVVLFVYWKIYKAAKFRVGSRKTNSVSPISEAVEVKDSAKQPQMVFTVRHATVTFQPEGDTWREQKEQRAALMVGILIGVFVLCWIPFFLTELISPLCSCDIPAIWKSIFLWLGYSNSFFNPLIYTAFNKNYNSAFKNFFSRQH
HTR5A inv ag = HTR5A inverse agonism, opioid heterodimer counter-screen | P47898 | HTR5A cell line, luminescence | inhibition, % at 9.3 µM | 0.083% of 340,000 active | AID 504634; in the data active = inhibition mostly above about 23%, no sharp cut-off; inactive = mostly below about 18%;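 note: 0% = cells with DMSO and 100% = no-cell wells with DMSO; some compounds called inactive have numbers as strong as hits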
SUMO Mot1 rescue = blocks SUMOylation pathway, rescuing yeast Mot1-301 growth; 1% of 320,000 active; AID 2716; S. cerevisiae Mot1-301 growth rescue, ATP luminescence, 38.5C; percent above DMSO median, 100 means doubled; growth rescue, % at 18.8 µM;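 active = every valid replicate shows activation above 250% relative to neutral control wells; inactive = the rest, any valid replicate at or below 250%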;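 note: OY570 slx delta 5 strain wells were the positive control but not used for scaling; some compounds called inactive have numbers as strong as hits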
PfHsp90 yeast 2 = growth inhibition of yeast expressing Plasmodium Hsp90. 0.32% of 310,000 active. S. cerevisiae expressing PfHsp90, BacTiter-Glo ATP, 48 h; yeast lacking PDR1 and PDR3 efflux regulators. inhibition, % at 9.4 µM;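 active = every replicate shows inhibition above about 80%, whatever the replicate mean, limit read from the data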;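 note: 0% = DMSO neutral controls and 100% = 20 µM radicicol positive controls; yeast relying on Plasmodium falciparum Hsp90 in place of its own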
PKA-R1A activ = activators of PKA-R1A complex; activation, % at 11.4 µM; PKA-R1A dissociation, Cy5-IP20 fluorescence polarization; scaled: DMSO 0%, 113 µM cGMP 100%; P00514+P68181; 0.083% of 340,000 active;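 active = percent activation above the mean of all tested compounds plus 3 SD, cut at about 19% in these data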;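 note: higher means more PKAc released from R1A so a rise in polarization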
AddAB inh = less growth of phage-infected E. coli with AddAB; inhibition, % at 11.9 µM; E. coli expressing H. pylori AddAB, absorbance growth; 0.29% of 330,000 active; in the data active = inhibition above about 12%;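 note: 0% = vehicle wells of infected cells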
MOR-DOR inv ag = mu-delta opioid heterodimer inverse agonism; inhibition, % at 9.3 µM; 0.21% of 340,000 active; cell-based MOR-DOR heterodimer luminescence; P35372+P41143; in the data active = inhibition above about 22%, passing the limit was not always enough;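 note: 0% = cells with DMSO and 100% = wells without cells with DMSO; values of inactives mirror those of a sister screen read the other way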
OPRM1-OPRD1 ag = agonists of human mu-delta opioid receptor heterodimerization. 0.3% of 340,000 active. AID 504326. cells, OPRM1-OPRD1 heterodimerization, luminescence. P35372+P41143. activation, % at 9.3 µM; in the data active = activation above about 18%;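 note: 0% = vehicle-treated cells and 100% = reference agonist; values of inactives mirror those of a sister screen read the other way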
phage Ecoli inh = E. coli growth loss with phage present. growth absorbance. inhibition, % at 11.9 µM. 0.26% of 360,000 active. AID 651602; in the data active = inhibition above about 11%
DSG3 Ab inh = inhibitors of pemphigus antibody binding to human desmoglein-3 | binding (percent of control), % at 10 µM | 0.48% of 310,000 active | P32926 | DSG3-coupled beads, scFv-anti-DSG3-GFP binding, flow cytometry; active compounds read low;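 active = binding more than 3 SD below its plate's average and above zero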;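 note: hits lower antibody fragment binding to DSG3; some compounds called inactive have numbers as strong as hits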
* marks the source's active call; other numbers are inactive results; x = no result given.

Under each structure – SUMO Mot1 rescue	PKA-R1A activ	DSG3 Ab inh	AddAB inh	HTR5A ag	Ecoli viability	HTR5A inv ag	OPRM1-OPRD1 ag	PfHsp90 yeast 2	phage Ecoli inh	MOR-DOR inv ag
CC(C)(C)NC(=O)c1ccccc1NC(=O)C1CC(=O)N(C2CCCCC2)C1 (stereo unspecified)
    199.5	3.8	118.9	1.6	3.7	-2.8	-11.1	1.6	-8.2	0.6	-13.1
O=c1[nH]c(-c2ccccc2F)nc2c1sc(=S)n2Cc1ccccc1
    -15.9	7.3	108.6	1.1	4.1	-0.6	-11.6	1.7	2.8	2.4	-12.5
CCN(c1ccc(NC(=O)c2ccc(Cl)nc2)cc1)C(C)C
    -3.2	6.5	99.1	2.1	-5.6	2.7	16.0	0.4	-31.8	-3.1	-1.9
COc1ccc(NC(=O)CC(NC(C)c2ccccc2)C(=O)O)cc1 (stereo unspecified)
    94.1	6.2	100.5	3.4	4.3	1.0	2.9	-3.5	-53.5	-0.3	17.7
O=C(c1cc(S(=O)(=O)N2CCCCC2)c(Cl)cc1N1CCOCC1)N1CCOCC1
    -9.3	5.2	104.3	0.7	5.9	1.9	-21.4	-1.2	5.9	0.7	6.7
O=C(Nc1ccc([N+](=O)[O-])cc1)c1ccc(S(=O)(=O)N2CCCC2)cc1
    -1.0	-3.0	99.5	2.7	-0.3	-3.3	-2.9	3.7	1.1	-0.2	-30.2
Cn1cccc1/C=C1\SC(=S)N(CC(=O)O)C1=O
    7.1	-3.4	128.7	2.8	-2.0	-4.0	-8.9	-2.4	2.7	5.2	12.8
O=C(NCc1ccccc1)c1onc(CSc2ccc(F)cc2)c1C(=O)NCCCN1CCOCC1
    8.3	13.6	95.1	-1.5	0.2	-1.9	-10.5	0.5	-5.8	-2.8	-2.6
Cc1cccc(C)c1NC(=O)Cn1nnc(-c2ccc(N3CCOCC3)cc2)n1
    0.2	2.6	104.9	1.6	0.3	0.4	-0.9	-1.3	-3.1	1.5	7.0
CC(C)C[C@H]1CN([C@@H](CC(C)C)CN2CCC[C@@H]2CN2C(=O)C(=O)NC[C@@H]2Cc2ccccc2)C(=O)C(=O)N1CC1CCCCC1
    x	-7.2	103.0	x	1.2	x	-4.0	-1.4	-7.7	4.4	6.6
CCCOc1ccc(NC(=O)CC2C(=O)N(CC)C(=S)N2CCCN2CCN(Cc3ccccc3)CC2)cc1 (stereo unspecified)
    9.2	7.4	x	0.2	5.0	-0.9	-14.0	11.0	10.6	3.4	-51.2
O=C(Cc1cccs1)Nc1cc(SCCO)cc([N+](=O)[O-])c1
    20.6	3.2	x	2.0	0.0	1.2	17.2	1.2	30.0	3.9	-5.8
NC(C(=O)O)C1ON=C(Cl)C1O (stereo unspecified)
    x	7.2	91.9	x	-5.9	x	22.5	-2.4	-6.0	0.5	10.4
O=C1c2ccccc2NC(c2ccccc2)N1NS(=O)(=O)c1ccccc1 (stereo unspecified)
    5.0	-1.4	94.4	2.1	-1.0	2.5	2.8	-1.8	-20.1	3.4	10.4
c1ccc(CCC2CCCCN2Cc2nc(-c3ccc4c(c3)OCO4)no2)nc1 (stereo unspecified)
    -12.8	12.5	105.3	0.8	-0.3	-0.6	0.9	0.8	-22.5	-0.8	-4.1
Cn1c(=O)oc2ccc(C(=O)CSc3nnnn3-c3ccccc3)cc21
    -10.6	3.1	85.2	1.2	2.6	0.2	-6.7	-2.9	x	1.7	14.5
Cc1noc(NC(=O)c2ccccc2)c1C#N
    -6.8	-1.2	103.9	3.6	-2.1	-1.6	5.5	-1.7	4.8	2.0	8.4
CCOC(=O)C(NC(=O)c1ccccc1)(N1CCCC1=O)C(F)(F)F (stereo unspecified)
    -6.5	6.4	85.8	1.0	2.3	-1.5	-14.6	-1.4	3.1	3.0	8.2
CCCCNC(=O)COC(=O)c1cc(F)c(F)cc1Cl
    142.2	14.1	102.3	-1.6	1.4	-1.6	-41.1	-0.4	1.7	1.8	2.3
CCN(CC(=O)NC(C)C)C(=O)[C@H](C)NC(=O)c1ccc(Br)cc1
    -10.3	-6.5	98.7	-0.3	4.7	1.2	-12.1	-2.9	2.6	2.6	13.7

Of the compounds above, 2 contain a nitro group on carbon.
Under each structure – SUMO Mot1 rescue	PKA-R1A activ	DSG3 Ab inh	AddAB inh	HTR5A ag	Ecoli viability	HTR5A inv ag	OPRM1-OPRD1 ag	PfHsp90 yeast 2	phage Ecoli inh	MOR-DOR inv ag
O=C(Nc1ccc([N+](=O)[O-])cc1)c1ccc(S(=O)(=O)N2CCCC2)cc1
    -1.0	-3.0	99.5	2.7	-0.3	-3.3	-2.9	3.7	1.1	-0.2	-30.2
O=C(Cc1cccs1)Nc1cc(SCCO)cc([N+](=O)[O-])c1
    20.6	3.2	x	2.0	0.0	1.2	17.2	1.2	30.0	3.9	-5.8

(cont.)
Under each structure – SUMO Mot1 rescue	PKA-R1A activ	DSG3 Ab inh	AddAB inh	HTR5A ag	Ecoli viability	HTR5A inv ag	OPRM1-OPRD1 ag	PfHsp90 yeast 2	phage Ecoli inh	MOR-DOR inv ag
O=C(CCC(=O)N1CCN(C2CCCCC2)CC1)Nc1nnc(C(F)(F)F)s1
    -1.0	-10.9	110.7	4.7	2.8	1.1	-12.3	-1.6	16.1	0.8	8.8
O=C(Nc1ccccc1)Nc1cc([N+](=O)[O-])ccc1F
    -2.9	-2.6	109.9	-1.5	-1.6	-0.3	-6.0	-1.3	15.7	3.3	7.1
Cc1ccc(Oc2nc3ccccn3c(=O)c2/C=C(\C#N)C(=O)Nc2c(C)n(C)n(-c3ccccc3)c2=O)cc1
    307.0	7.1	x	1.6	6.7	-0.4	6.3	0.8	-7.9	-1.3	-4.2
COc1ccc(C2=NOC3(CC(=O)N(c4ccc5ccccc5c4)C3=O)C2)c(OC)c1 (stereo unspecified)
    -10.8	-6.0	97.9	2.5	3.9	4.4	-0.5	-2.4	10.5	-0.1	12.5
c1ccc2c(CN3CCOCC3)csc2c1
    2.0	-0.5	113.5	1.7	2.8	0.4	-5.1	-1.6	-80.4	5.2	8.8
Cn1c(N)c(C(=O)COC(=O)c2ccc3ccccc3c2)c(=O)n(C)c1=O
    -17.6	-6.3	110.5	-0.9	0.4	0.0	-1.5	-1.3	1.6	3.4	6.8
CON=C1CCN(c2ncc(C(F)(F)F)cc2Cl)CC1
    x	5.5	104.9	1.3	-0.3	2.1	0.8	-0.4	5.7	3.1	1.8
CCN(CC)S(=O)(=O)c1cccc(C(=O)NC(C(=O)NCCc2ccccn2)C(C)C)c1 (stereo unspecified)
    -17.2	1.8	118.9	0.0	-1.6	1.1	6.6	-1.4	14.9	1.8	7.4
Cc1oc2ccc(OCc3ccc(Br)cc3)cc2c1C(=O)O
    73.8	10.5	102.8	0.2	1.2	-4.1	-4.4	-2.1	-3.4	1.7	9.5
COC(=O)C/C=N/N=C1/NC(=O)/C(=C/C(=O)O)S1
    -15.7	-3.7	108.4	0.3	7.2	-0.8	3.7	0.7	-6.8	3.8	-3.9
CSc1ccccc1NC(=O)COC(=O)c1cnc(C)cn1
    -8.3	-9.5	x	3.7	8.0	1.9	-19.5	-2.5	x	1.3	10.1
O=C(N=C1SC2CS(=O)(=O)CC2N1c1ccccc1)C1CCCCC1 (stereo unspecified)
    0.8	-0.5	x	0.5	-0.6	2.2	7.7	-2.6	-27.0	1.9	13.7
Cc1ccc(C(CNS(=O)(=O)c2ccc(Br)cc2)N2CCN(C)CC2)cc1 (stereo unspecified)
    191.6	-2.9	98.0	-1.5	4.1	-0.8	-0.5	-1.6	x	4.0	8.4
CC1(C)CC(=O)C2=C(C1)N(N1CCOCC1)C(N)=C(C#N)C2c1cccs1 (stereo unspecified)
    -20.2	0.9	129.9	0.9	3.4	0.3	-12.5	-2.1	-2.5	3.2	11.5
CCCn1c(SCC(=O)Nc2ccc(NC(C)=O)cc2)nc2c1c(=O)n(C)c(=O)n2C
    -9.1	5.3	111.0	2.6	2.1	1.4	-3.4	-1.2	-26.2	5.9	8.4
N#Cc1ccc(NC(=O)CN2C(=O)NC(Cc3ccccc3)C2=O)cc1 (stereo unspecified)
    -3.5	-3.1	102.2	0.4	-0.7	3.4	2.4	-3.4	6.0	1.3	19.2
CCCNCc1cc(OC)c(OCC(=O)Nc2ccccc2)cc1Br
    7.9	5.2	97.8	1.4	0.5	0.0	-14.0	1.3	4.0	2.8	-6.6
CC(=O)Nc1ccc(NC(=O)CSc2n[nH]c(-c3cccs3)n2)cc1
    84.7	-12.1	100.6	0.2	-4.5	-0.2	-14.4	-3.0	-5.5	-1.3	16.1
O=C(c1ccc(NS(=O)(=O)c2ccccc2)cc1)N1CCN(Cc2ccc3c(c2)OCO3)CC1
    -11.9	-7.5	x	2.5	-0.7	-0.5	0.3	-5.2	0.9	0.6	21.9
COc1ccc(NC(=O)c2cn(-c3ccccc3)nc2-c2ccncc2)cc1
    -3.8	-1.2	98.2	4.4	-1.8	3.4	4.7	-1.0	-4.6	2.5	5.6
COc1cccc(CN(C)C(=O)c2cccc(S(=O)(=O)NCc3ccccc3)c2)c1OC
    10.0	-2.7	96.0	0.0	-4.7	1.4	12.9	-0.5	x	5.1	3.3
CCOC(=O)c1sc(NC(=O)CSc2ncn(-c3ccccc3)n2)nc1C
    10.4	1.2	x	3.5	-0.4	-1.0	-12.1	-1.2	3.7	4.3	7.2
O=C(N/N=C/c1cc([N+](=O)[O-])ccc1Cl)c1ccc2nc[nH]c2c1
    -15.7	-8.3	81.6	0.0	2.6	1.8	-9.2	1.2	4.6	0.4	-6.8
O=C(Cn1cc(S(=O)(=O)Cc2ccccc2F)c2ccccc21)N1CCOCC1
    3.5	-9.2	110.1	-0.6	-4.3	2.4	11.1	-2.3	0.1	2.2	9.4
CSc1ccccc1NC(=O)c1ccc([N+](=O)[O-])cc1
    2.0	9.0	x	0.2	2.4	-0.3	-6.2	3.4	7.7	4.0	-15.7
CC(C)CCN1C(Nc2ccccc2)=NC[C@@H]1C
    -24.5	1.5	x	-1.1	0.9	1.3	9.4	-2.0	3.8	1.8	11.4
CC1=CCC2C(=O)N(c3nc(C)cc(C)n3)C(=O)C2C1 (stereo unspecified)
    -1.6	1.5	x	-0.2	0.6	-1.4	-1.8	-1.8	16.0	2.2	10.8
COc1ccc(-c2cccc(NC(=O)c3cccs3)c2)nn1
    -12.8	-5.1	103.2	2.2	4.3	-0.9	-11.9	-0.4	x	1.6	2.3

Entries of single compounds as entered above:
`COc1ccc(-c2cccc(NC(=O)c3cccs3)c2)nn1` is listed as SUMO Mot1 rescue = -12.8; PKA-R1A activ = -5.1; DSG3 Ab inh = 103.2; AddAB inh = 2.2; HTR5A ag = 4.3; Ecoli viability = -0.9; HTR5A inv ag = -11.9; OPRM1-OPRD1 ag = -0.4; PfHsp90 yeast 2 = x; phage Ecoli inh = 1.6; MOR-DOR inv ag = 2.3
`CC1=CCC2C(=O)N(c3nc(C)cc(C)n3)C(=O)C2C1` (stereo unspecified) is listed as SUMO Mot1 rescue = -1.6; PKA-R1A activ = 1.5; DSG3 Ab inh = x; AddAB inh = -0.2; HTR5A ag = 0.6; Ecoli viability = -1.4; HTR5A inv ag = -1.8; OPRM1-OPRD1 ag = -1.8; PfHsp90 yeast 2 = 16.0; phage Ecoli inh = 2.2; MOR-DOR inv ag = 10.8
